Screens deposited in PubChem BioAssay by Sanford-Burnham Center for Chemical Genomics.
UBC13 polyUb – inhibitors of human UBC13 polyubiquitin chain formation | P61088 | TR-FRET | inhibition, % at 20 µM | actives 0.47% (n = 330,000) | AID 485273; in the data active means inhibition above about 45%, passing the limit was not always enough
EBI2 antag – EBI2 (human) antagonism; P32249; inhibition, % at 5 µM; actives 0.81% (n = 360,000); EBI2 beta-arrestin recruitment, luminescence, 7a,25-OHC stimulated; in the data active means inhibition above about 38%;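 further: enzyme fragment complementation signal reports receptor beta-arrestin coupling in cells; 0% = agonist plus DMSO wells and 100% = wells without agonist; some results beyond the cut were filed as inactive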
Target sequence (P32249 whole entry, looked up, the tested form may be a part): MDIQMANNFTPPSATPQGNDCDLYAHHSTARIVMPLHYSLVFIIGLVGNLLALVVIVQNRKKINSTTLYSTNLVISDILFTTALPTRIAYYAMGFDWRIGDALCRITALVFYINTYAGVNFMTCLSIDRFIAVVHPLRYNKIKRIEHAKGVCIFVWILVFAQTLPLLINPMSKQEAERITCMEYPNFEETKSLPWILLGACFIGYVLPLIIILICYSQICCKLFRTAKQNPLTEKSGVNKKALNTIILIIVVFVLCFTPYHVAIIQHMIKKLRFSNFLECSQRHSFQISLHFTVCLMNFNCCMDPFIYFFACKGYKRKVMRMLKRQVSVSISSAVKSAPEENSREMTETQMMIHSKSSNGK
SENP8 inh – inhibitors of human SENP8 protease; Q96LD8; purified SENP8, Z-RLRGG-aminoluciferin cleavage, luminescence; inhibition, % at 10 µM; actives 1.2% (n = 330,000)
Target sequence (Q96LD8 whole entry, looked up): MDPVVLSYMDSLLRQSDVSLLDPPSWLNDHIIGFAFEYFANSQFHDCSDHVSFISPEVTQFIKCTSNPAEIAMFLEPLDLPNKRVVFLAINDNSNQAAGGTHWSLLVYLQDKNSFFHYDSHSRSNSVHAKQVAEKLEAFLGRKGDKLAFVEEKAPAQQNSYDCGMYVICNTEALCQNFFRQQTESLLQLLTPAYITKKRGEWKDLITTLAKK
CCR6 antag – antagonists of human CCR6 receptor | P51684 | CHO-K1 CCR6 PathHunter beta-arrestin, luminescence, CCL20-stimulated | inhibition, % at 20 µM | actives 0.49% (n = 340,000) | AID 493098;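 active means compounds whose inhibition of the agonist-driven luminescence signal at 20 µM reaches about 50%, limit read from the data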;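 further: cells stimulated with CCL20 at 14 nM final; plate controls were DMSO with CCL20 for no effect and DMSO without agonist for full effect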
Target sequence (P51684 whole entry, looked up): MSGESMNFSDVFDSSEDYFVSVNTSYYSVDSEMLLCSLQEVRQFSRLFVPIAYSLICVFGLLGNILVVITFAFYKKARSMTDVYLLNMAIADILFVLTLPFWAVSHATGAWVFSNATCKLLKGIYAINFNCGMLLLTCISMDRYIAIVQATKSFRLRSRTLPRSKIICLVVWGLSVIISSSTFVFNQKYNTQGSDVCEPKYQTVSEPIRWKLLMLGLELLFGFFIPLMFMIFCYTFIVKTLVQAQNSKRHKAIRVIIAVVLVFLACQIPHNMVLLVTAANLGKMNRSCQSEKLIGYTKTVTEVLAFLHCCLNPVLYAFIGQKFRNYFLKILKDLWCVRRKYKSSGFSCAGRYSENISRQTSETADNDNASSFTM
Gli-Sufu antag – blocks Gli-Sufu signaling in a luciferase reporter. inhibition, % at 5 µM. AID 588413. actives 0.74% (n = 340,000). Sufu-KO-LIGHT fibroblasts, Gli luciferase reporter luminescence;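 active means inhibition above about 55%, limit read from the data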;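 further: 0% = DMSO-treated cells and 100% = wells with medium but no cells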
697 NFkB inh – lowers PMA/ionomycin-induced NF-kB signal in 697 B cells. 697 B-cell NF-kB luciferase reporter, 16 h. actives 0.33% (n = 330,000). inhibition, % at 4 µM; in the data active means inhibition above about 35%
Jurkat NFkB inh – lowers PMA/ionomycin-induced NF-kB signal in Jurkat cells; AID 435003; PMA/ionomycin-induced NF-kB luciferase reporter, luminescence; actives 0.53% (n = 330,000); inhibition, % at 4 µM
Apaf1 inhib – blocks human Apaf-1 apoptosome activity; reconstituted apoptosome caspase-3 activity, DEVD-Rh110 fluorescence; inhibition, % at 20 µM; actives 0.71% (n = 330,000); active means inhibition of at least 40% at 20 µM;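 further: plate controls were DMSO wells for no effect and DEVD-CHO caspase inhibitor wells for full effect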
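Assay system – apoptosome proteins · Medium – Hepes buffer, pH 7.5 · Also added – cytochrome c with DEVD-Rh110 · Timing – 30 min compound preincubation, 50 min activation, room temperature · Detection – Rh110 fluorescence, excitation 480 nm, emission 540 nm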
* hit, by the source's call. Unless noted, no stated cut-off is given here; in the data, active means inhibition above about 50%; inactive means the rest. A portion of the library (hit frequency here may not be typical).

SMILES | UBC13 polyUb | EBI2 antag | SENP8 inh | CCR6 antag | Gli-Sufu antag | 697 NFkB inh | Jurkat NFkB inh | Apaf1 inhib
CCOc1ccc(N(CC(=O)Nc2ccc(OC)cc2)S(=O)(=O)c2c(C)[nH]c(=O)[nH]c2=O)cc1 | -2 | -5 | 6 | -11 | 3 | 9 | 15 | 3
COc1ccc(CNC(=O)Cn2nnc(-c3ccc(NC(=O)C4CCCCC4)cc3)n2)cc1 | -10 | 4 | -4 | 3 | -7 | -21 | -60 | 4
O=C(Cn1ncc2c3ccccc3n(Cc3ccccc3F)c2c1=O)NCC1CCCO1 (stereo not given) | 1 | -4 | -1 | 14 | 17 | -17 | 14 | 6
CCN=C1SC(C(=O)Nc2cc(Cl)cc(Cl)c2)CC(=O)N1CC (stereo not given) | -8 | 0 | -9 | -4 | 0 | 0 | 10 | -1
CCn1nnc(NC(=O)COc2ccc(C3CCCCC3)cc2)n1 | 7 | 3 | -3 | 11 | -2 | 15 | 4 | 5
C[C@@H]1COC(=O)[C@@H](CC(=O)OC(C)(C)C)C/C=C\C[C@@H](CC(=O)NCCO)C(=O)N1 | -18 | -6 | -8 | -3 | -7 | 5 | -9 | -6
CCOC(=O)c1ccc(NC(=O)C2CCCO2)cc1 (stereo not given) | 4 | 5 | -1 | -8 | -64 | -30 | -39 | 1
O=C(NC1CCCC1)C(c1cccnc1)N(Cc1ccccc1F)C(=O)c1csnn1 (stereo not given) | -2 | 6 | -5 | 6 | -16 | 2 | 20 | 3
COc1ccc(-c2cc(C(F)(F)F)c3c(n2)sc2c(O)cc(=O)[nH]c23)c(OC)c1 | -27 | 2 | 4 | 17 | -6 | -3 | -3 | 14
O=C(O)C(Sc1ccncn1)c1ccccc1 (stereo not given) | 0 | -14 | -6 | -16 | -7 | 11 | 3 | -2
O=S(=O)(NC1=NCCC1)c1cccc(NS(=O)(=O)c2ccc(OC(F)(F)F)cc2)c1 | 7 | -4 | 3 | -1 | -1 | 7 | 17 | 1
Cc1nc(NC(=O)CC(C)C)sc1-c1csc(Nc2ccc(Cl)cc2Cl)n1 | -16 | 9 | 6 | 14 | -1 | -5 | 6 | 0
CC(=O)c1cccc(NC(=O)c2ccc(N(Cc3ccccc3)S(C)(=O)=O)cc2)c1 | 10 | 9 | 7 | 7 | -1 | 10 | 7 | -5
O=C(O)COc1c(-c2ccc(Cl)cc2)oc2ccccc2c1=O | 0 | -10 | 3 | 3 | 3 | 8 | -20 | 2
CC(=O)Nc1sc(N)nc1-c1ccccc1 | 5 | 0 | -2 | 6 | 3 | 15 | -1 | 5
O=C(O)c1ccc(CSc2nc(-c3ccccc3)cc(C(F)(F)F)n2)cc1 | -6 | 8 | -4 | 18 | 11 | -29 | 5 | -23
COc1ccccc1C(=O)C1CCCN(C(=O)c2cccc(-n3cccn3)c2)C1 (stereo not given) | 6 | 4 | 1 | 5 | 7 | 1 | 7 | -13
CC(C)(C)NC(=O)C(c1cccs1)N(CC1CCCO1)C(=O)c1ccc(-c2ccccc2)[nH]1 (stereo not given) | 0 | -7 | 0 | 3 | 9 | 1 | -23 | 23
CCN1CCN(C(=O)C2CCN(Cc3cc(Cl)ccc3O)CC2)CC1 | 8 | 0 | -1 | -2 | -11 | 5 | -28 | -7
CSc1cnn(-c2ccccc2)c(=O)c1SC | -4 | 6 | -14 | -10 | -8 | 16 | 1 | -13
O=C(/C=C/c1ccco1)NCC1CCCO1 (stereo not given) | -6 | -11 | 3 | -21 | 43 | 7 | -14 | 7
CC1(C)CC(=O)c2cnc(NC(=O)Cc3ccc(Cl)cc3)nc2C1 | 5 | -11 | -6 | -14 | -1 | 4 | -9 | 1
COCCNC(=O)c1ccccc1NC(=O)Cc1ccccc1 | 13 | 1 | 1 | 10 | -8 | 16 | -5 | 1
Cc1ccc(NC(=O)Cn2nnc(C(=O)NCc3ccc(Cl)cc3)c2N)cc1F | -4 | 3 | 3 | -2 | -1 | -8 | -9 | -9
O=S(=O)(N1CCOCC1)N1CCN(c2ccc(F)cc2)CC1 | 4 | -3 | 2 | -7 | 1 | 4 | 2 | -24
Cc1nnc(SCC(=O)N(C(C)C)C(C)C)nc1C | -9 | -16 | -11 | 20 | 4 | -12 | 2 | 13
COc1ccc(/C(N)=N/OC(=O)Oc2ccccc2)cc1OC | 8 | -7 | -1 | 14 | -2 | 5 | 2 | -11
O=C(CCCN1C(=O)/C(=C\c2cccs2)SC1=S)Nc1cccnc1 | -2 | 5 | -18 | 6 | 2 | 30 | -10 | -1
O=C(NCC1CCCCC1)c1cccnc1Cl | 5 | -6 | 3 | 1 | -10 | 2 | 1 | 15
O=C(CN1C2CCCC1CC(NC(=O)c1ccco1)C2)Nc1ccccc1C(F)(F)F (stereo not given) | 10 | -1 | 4 | 0 | 15 | -19 | 1 | 15
O=C(C[n+]1ccc2ccccc2c1)c1cccc2ccccc12 | -20 | 9 | 10 | 5 | 4 | -20 | -12 | 17
CCC(C)[C@H]1CNC(=O)C(=O)N1CCCc1cc(OC)c(OC)c(OC)c1 (stereo not given in full) | 12 | 0 | -2 | -11 | -8 | 13 | 12 | 7
CCc1ccc(NC(=O)C(NS(=O)(=O)c2ccc3c(c2)CCN3C(C)=O)C(C)C)cc1 (stereo not given) | -11 | -9 | 2 | 18 | 3 | -41 | -9 | 16
CCc1ccc(N(C(=O)c2snc(C(N)=O)c2N)C(C(=O)NC2CCCC2)c2ccncc2)cc1 (stereo not given) | 36 | 10 | 4 | 2 | -8 | 20 | 6 | 2
COC(=O)c1ccc(CNC(=O)Cn2cnc3c(OCc4ccccc4)ncnc32)cc1 | 14 | -3 | 5 | 3 | 9 | 7 | -5 | -7
CCOC(=O)c1cc(CC)sc1NC(=O)Cc1ccccc1 | -11 | 7 | -9 | 19 | 1 | -32 | 4 | 22
Cc1ccc(/C=C/C(=O)N2CC(=O)Nc3ccccc32)o1 | -8 | -5 | 4 | 10 | -9 | -1 | -5 | 2
O=C(c1ccncc1)N1N=C(C2CCCCC2)CC1(O)C(F)(F)F (stereo not given) | 2 | 9 | 4 | 10 | -16 | 22 | 4 | -1
O=C(NCc1ccccn1)Nc1ccccc1 | -9 | -7 | -16 | -10 | -8 | -17 | -14 | 13
Cc1sc2nc(CN(Cc3ccccc3)C(=O)NC3CCCCC3)[nH]c(=O)c2c1C | -2 | 8 | 2 | 11 | -24 | -7 | -16 | 24

Some of the entries so far, with values under each structure.
The line under a structure holds: UBC13 polyUb	EBI2 antag	SENP8 inh	CCR6 antag	Gli-Sufu antag	697 NFkB inh	Jurkat NFkB inh	Apaf1 inhib
> COc1ccc(/C(N)=N/OC(=O)Oc2ccccc2)cc1OC
  8	-7	-1	14	-2	5	2	-11
> O=C(CCCN1C(=O)/C(=C\c2cccs2)SC1=S)Nc1cccnc1
  -2	5	-18	6	2	30	-10	-1

Continued:
SMILES | UBC13 polyUb | EBI2 antag | SENP8 inh | CCR6 antag | Gli-Sufu antag | 697 NFkB inh | Jurkat NFkB inh | Apaf1 inhib
CC(=O)Nc1ccc(NC(=O)CSc2ccc([N+](=O)[O-])cn2)cc1 | -15 | -6 | -6 | -4 | -14 | 22 | -16 | -15
O=C(O)CCCNC(=O)CC1S/C(=N/N=C/c2ccccc2O)NC1=O (stereo not given) | -11 | -10 | -3 | 19 | -10 | -9 | -1 | 11
O=C(COc1ccc(Br)cc1)Nc1ccc(C(=O)Nc2ccccc2C(=O)O)cc1 | -11 | 9 | -6 | 18 | 20 | -5 | 0 | 1
CCOc1cc(NC(=O)Nc2ccccc2)c(OCC)cc1NC(=O)CC | 2 | -3 | -2 | 8 | 4 | 5 | 13 | -5
C=Cc1ncc(OC)c2c1[nH]c1ccccc12 | 21 | 38 | -3 | -2 | 15 | 25 | 17 | 23
Cc1ccsc1C(=O)N1CCN(S(=O)(=O)c2cccc(F)c2)CC1 | -2 | -3 | -6 | 11 | -1 | -15 | -4 | 20
COc1ccccc1-c1cc(C(=O)Nc2ccccc2SC)no1 | 13 | 32 | -2 | -1 | 0 | 7 | -6 | -20
O=C(COc1ccc(S(=O)(=O)N2CCOCC2)cc1)NCCc1ccccc1 | 0 | 1 | 8 | 2 | -4 | 11 | 13 | 4
CCn1c(SCc2nc3ccccc3[nH]2)nnc1-c1ccc(OC)cc1 | 9 | 0 | -3 | 4 | 3 | 9 | 14 | -7
Cc1ccc(N2CC(C(=O)NCc3cccs3)CC2=O)cc1C (stereo not given) | 4 | -6 | -1 | 4 | -59 | 11 | -10 | 6
Cc1ccc2nc(N(CCN(C)C)C(=O)c3cc(Cl)sc3Cl)sc2c1 | 23 | 14 | -5 | 21 | -19 | 2 | -12 | 3
CCn1nc(C(=O)NNC(=O)COc2ccccc2C)c2ccccc2c1=O | -3 | 3 | -11 | 6 | 3 | -9 | -1 | 9
CCOC(=O)c1cnc2ccc(OCC)cc2c1NCc1cccnc1 | -12 | 0 | -12 | 6 | -27 | -50 | -17 | 4
O=C(/C=C/c1ccc2c(c1)OCO2)Nc1nc2ccccc2s1 | 9 | 1 | -16 | 3 | -93 | -162 | -168 | 2
O=C(c1cc2ccccc2o1)N1CCN(C/C=C/c2ccccc2)CC1 | -4 | 86* | -15 | 8 | 6 | -4 | 7 | 26
O=C(O)CSCC(=O)Nc1ccc(-c2nc3ccccc3s2)cc1 | 8 | 2 | 92* | 13 | -11 | -64 | -23 | -14
Cc1ccc(CNC(=O)C2CC3Cn4c(nc5ccccc54)C3N2C)o1 (stereo not given) | -1 | -13 | -12 | -6 | -7 | 4 | 12 | 1
NS(=O)(=O)c1ccc(NN=C2CCCCC2)c([N+](=O)[O-])c1 | -46 | -8 | -7 | 16 | 7 | 3 | 4 | 0
COc1ccc(S(=O)(=O)n2nc(OC(=O)c3ccccc3Br)cc2N)cc1 | 3 | 0 | -7 | 14 | 1 | -14 | 12 | 2
COCCNc1ccc(-c2n[nH]c(=O)c3ccccc23)cc1[N+](=O)[O-] | -52 | 4 | 9 | 23 | -5 | -6 | 6 | 9

6 entries already listed, sorted by the number in CCR6 antag, smallest number first.
SMILES,CCR6 antag
CCn1nc(C(=O)NNC(=O)COc2ccccc2C)c2ccccc2c1=O,6
O=C(c1cc2ccccc2o1)N1CCN(C/C=C/c2ccccc2)CC1,8
COc1ccc(S(=O)(=O)n2nc(OC(=O)c3ccccc3Br)cc2N)cc1,14
NS(=O)(=O)c1ccc(NN=C2CCCCC2)c([N+](=O)[O-])c1,16
Cc1ccc2nc(N(CCN(C)C)C(=O)c3cc(Cl)sc3Cl)sc2c1,21
COCCNc1ccc(-c2n[nH]c(=O)c3ccccc23)cc1[N+](=O)[O-],23

Remaining list, next part
SMILES | UBC13 polyUb | EBI2 antag | SENP8 inh | CCR6 antag | Gli-Sufu antag | 697 NFkB inh | Jurkat NFkB inh | Apaf1 inhib
COC(=O)c1c(-c2ccccc2)csc1NC1=NS(=O)(=O)c2ccccc21 | -7 | -5 | 2 | 11 | -108 | -219 | -134 | 9
Nc1cc(S(=O)(=O)C(F)(F)F)ccc1C(=O)O | -3 | 3 | -14 | 10 | -5 | 0 | -5 | 1
CC1CCCCC1N=CC1=C(O)CC(C)(C)CC1=O (stereo not given) | -1 | 2 | 0 | -3 | -5 | -37 | -39 | -6
O=C(Cn1cnc2ccccc2c1=O)N1CCN(Cc2ccc3c(c2)OCO3)CC1 | -9 | 2 | -9 | -3 | -13 | 4 | -4 | -5
O=C(COC(=O)c1cnccn1)N=c1sccn1Cc1ccccc1Cl | 4 | 7 | 7 | 8 | -2 | 22 | 10 | 5
Cc1ccc(NC(=O)COc2ccc(Br)cc2CO)cc1 | -8 | -4 | 2 | 5 | -47 | -40 | -32 | 0
C=CCNC(=O)C1CC(=O)N(c2ccc(C)cc2)C1 (stereo not given) | 9 | -8 | 5 | 4 | 10 | 1 | 1 | -9
CCOc1ccc(N(C)C(=O)CCc2nnc3ccc(N4CCOCC4)nn23)cc1 | -3 | -1 | -8 | 0 | 6 | -17 | 5 | 1
CCCCN(CC)CCNC(=O)c1nn(-c2ccc(OC)cc2)c(=O)c2c1c1ccccc1n2C | 22 | 11 | -1 | 32 | 13 | -21 | -11 | -3
Nc1c(C(=O)c2ccccc2)sc(Nc2ccccc2)c1S(=O)(=O)c1ccccc1 | 2 | 46* | -1 | 32 | 9 | -4 | 2 | 19
